Screening results: PubChem BioAssay, NCI
Growth percent in the NCI-60 one-dose screen (48 h, 10 µM unless noted): 100 = growth as untreated, 0 = no growth, -100 = all killed.
T-47D – T-47D breast cancer | 5% of 79,000 active | AID 1794792
UACC-62 – UACC-62 melanoma; 5.4% of 81,000 active
BT-549 – BT-549 breast cancer; 4.4% of 78,000 active
HS 578T – HS 578T breast cancer; 4.1% of 78,000 active
SK-MEL-28 – SK-MEL-28 melanoma; 4.1% of 81,000 active
SK-MEL-2 – SK-MEL-2 melanoma | 4.7% of 77,000 active
MALME-3M – MALME-3M melanoma. 5.8% of 78,000 active
UACC-257 – UACC-257 melanoma; 4.4% of 78,000 active; AID 1794764
* marks the source's active call; other numbers are inactive results; / = no result given; & = joins results of further samples. The calls were made as follows: active = growth percent below 10; inactive = the rest.

SMILES | T-47D | UACC-62 | BT-549 | HS 578T | SK-MEL-28 | SK-MEL-2 | MALME-3M | UACC-257
Nc1ccc2oc(=O)c3ccccc3c2c1 | / | / | / | 97.9 | 107.0 | 112.3 | 109.1 | 95.0
Cc1ccc(-n2nc3c(c(C#N)c2=O)CC(c2ccoc2)C([N+](=O)[O-])=C3O)cc1 (centres undefined) | 84.9 | 94.6 | 126.0 | 105.4 | 112.0 | 102.1 | 105.1 | 106.8
c1ccc2c(-c3nc(-c4cccc5ccccc45)c4ccccc4n3)cccc2c1 | 50.5 | 90.8 | 97.2 | 112.1 | 103.7 | 96.9 | 84.0 | 98.9
CSc1nc(NCCCNc2ccnc3cc(Cl)ccc23)cc(-c2ccccc2)n1 | 66.3 | 91.0 | 86.9 | 65.0 | -52.2* | / | 56.9 | 68.1
CC(=S)N/C=C(/c1ccc(Cl)cc1Cl)S(=O)(=O)Cc1ccc(Cl)cc1Cl | 82.8 | 96.6 | 101.5 | 99.2 | 113.6 | 104.5 | / | 83.2
CN(C)c1ccc(/C=C/C(=O)c2ccc(NC(=O)CCN3CCCC3)cc2O)cc1 | 102.8 | 96.7 | 113.1 | 109.0 | 104.6 | 106.6 | 103.0 | 112.0
C=CCc1ccc(OCCOCCCl)c(OC)c1 | / | / | / | 91.3 | 103.7 | 93.9 | 99.1 | 84.7
COC1OC2COC(c3ccccc3)OC2C(OC(=O)c2ccccc2)C1OC(=O)c1ccccc1 (centres undefined) | 66.5 | 83.2 | 95.5 | 102.0 | 97.0 | 91.0 | 122.8 | 93.3
COc1ccc(OC)c(/C=C/c2nnc(Nc3ccccc3)o2)c1 | 80.4 | 92.1 | 97.1 | 98.5 | 108.3 | 95.0 | 116.3 | 117.2
CN(C)c1ccnc2c1ccn2C(=O)NS(=O)(=O)c1ccc(Cl)cc1 | 100.7 | 101.0 | 95.0 | 114.6 | 118.6 | 85.5 | 95.0 | 98.6

The last 5 compounds of the section before come first, to join the parts.
SMILES | T-47D | UACC-62 | BT-549 | HS 578T | SK-MEL-28 | SK-MEL-2 | MALME-3M | UACC-257
CN(C)c1ccc(/C=C/C(=O)c2ccc(NC(=O)CCN3CCCC3)cc2O)cc1 | 102.8 | 96.7 | 113.1 | 109.0 | 104.6 | 106.6 | 103.0 | 112.0
C=CCc1ccc(OCCOCCCl)c(OC)c1 | / | / | / | 91.3 | 103.7 | 93.9 | 99.1 | 84.7
COC1OC2COC(c3ccccc3)OC2C(OC(=O)c2ccccc2)C1OC(=O)c1ccccc1 (centres undefined) | 66.5 | 83.2 | 95.5 | 102.0 | 97.0 | 91.0 | 122.8 | 93.3
COc1ccc(OC)c(/C=C/c2nnc(Nc3ccccc3)o2)c1 | 80.4 | 92.1 | 97.1 | 98.5 | 108.3 | 95.0 | 116.3 | 117.2
CN(C)c1ccnc2c1ccn2C(=O)NS(=O)(=O)c1ccc(Cl)cc1 | 100.7 | 101.0 | 95.0 | 114.6 | 118.6 | 85.5 | 95.0 | 98.6
CCC(CC)COC(=O)c1ccc(C(C)C)cc1 | 107.7 | 97.7 | 101.5 | 103.5 | 105.5 | 105.5 | 91.9 | 112.1
COc1cc(C2CC(c3ccc(Nc4nc(NCCO)nc(NCCO)n4)cc3)=NN2c2cc(Cl)cc(Cl)c2)cc(OC)c1OC (centres undefined) | 75.4 | 2.2* | -27.2* | -14.5* | -70.0* | 85.0 | -66.3* | 13.2
O=S(=O)(NCCCNc1nccc(-n2ccc3cccnc32)n1)c1ccc(Br)cc1 | 95.6 | 99.5 | / | 102.9 | 107.9 | 108.2 | 117.6 | 117.6
CN(C)c1ccc(-c2cc(-c3cccc(Br)c3)n[nH]2)cc1 | 68.1 | 82.3 | 94.7 | 88.8 | 109.4 | 114.0 | 86.4 | 86.5
O=C(Cn1cc(CSc2nnc3oc4ccccc4n23)nn1)Nc1ccc(F)c(Cl)c1 | 54.5 | 56.8 | 87.7 | 62.4 | 86.5 | 76.1 | 78.6 | 82.1
CC(C)Cc1cc(-c2cc(CC(C)C)nc(N)n2)nc(N)n1 | / | 99.3 | 104.8 | 92.9 | 114.6 | 116.2 | 100.2 | 92.9
CC(C)CCC[C@@H](C)C1CCC2C3CCC4=C/C(=N/OCCN5CCOCC5)CC[C@]4(C)C3CC[C@@]21C (some centres undefined) | 100.8 | 108.7 | 100.5 | 106.4 | 119.3 | 103.8 | 100.1 | 102.4
O=C(O)CN1CCc2c(sc3ncnc(N/N=C/c4ccc(Br)cc4)c23)C1 | 112.0 | 99.1 | 111.2 | 108.8 | 105.5 | 113.5 | 113.8 | 120.6
N#CC1=C2NCCCCCNc3oc(nc3C#N)Cc3ccccc3CC(=N1)O2 | 106.9 | 96.9 | 117.2 | 94.9 | 109.7 | 107.9 | 101.0 | 110.0
CCN(CC)c1nc(Cl)nc2c1ncn2CCCNc1ccnc2cc(Cl)ccc12 | 70.4 | 92.0 | 87.1 | 98.3 | 93.7 | 94.0 | 90.5 | 93.3

Filtered by structure, the entries above containing bromine.
SMILES | T-47D | UACC-62 | BT-549 | HS 578T | SK-MEL-28 | SK-MEL-2 | MALME-3M | UACC-257
O=S(=O)(NCCCNc1nccc(-n2ccc3cccnc32)n1)c1ccc(Br)cc1 | 95.6 | 99.5 | / | 102.9 | 107.9 | 108.2 | 117.6 | 117.6
CN(C)c1ccc(-c2cc(-c3cccc(Br)c3)n[nH]2)cc1 | 68.1 | 82.3 | 94.7 | 88.8 | 109.4 | 114.0 | 86.4 | 86.5
O=C(O)CN1CCc2c(sc3ncnc(N/N=C/c4ccc(Br)cc4)c23)C1 | 112.0 | 99.1 | 111.2 | 108.8 | 105.5 | 113.5 | 113.8 | 120.6

(next part)
SMILES | T-47D | UACC-62 | BT-549 | HS 578T | SK-MEL-28 | SK-MEL-2 | MALME-3M | UACC-257
Cn1cc(-c2nnc(N)nc2-c2c[nH]c3ccc(F)cc23)c2cccnc21 | 40.7 | 36.9 | 34.0 | 42.0 | 63.2 | 15.7 | 44.8 | 72.7
Cn1cc(-c2cc3nc(-c4cn(C)c5ncc(Br)cc45)cc(N)n3n2)c2ccccc21 | -40.9* | -83.2* | -73.0* | -19.7* | -91.6* | -73.6* | -85.2* | -77.4*
N/C(=N\C(N)=N\c1nc2ccccc2s1)c1c(Cl)cccc1Cl | 93.8 | 96.3 | 119.3 | 83.2 | 104.1 | 103.4 | 94.1 | 110.1
CCc1ccccc1O | 108.6 | 101.6 | 114.7 | 111.2 | 115.4 | 107.3 | 104.3 | 103.3
c1ccn2c(NCCN3CCOCC3)c(-c3ccc4c(c3)OCO4)nc2c1 | / | 97.4 | 98.2 | 100.8 | 98.9 | 102.0 | 111.3 | 87.7
COc1ccc(/C=C/C(=O)c2ccc(NC(=O)CSc3nnc(-c4ccc(Cl)cc4)o3)cc2)cc1OC | 94.0 | 99.5 | 78.0 | 108.0 | 105.1 | 101.1 | 94.6 | 117.8
COc1ccc(C2C=C(c3ccc(Cl)cc3)N=C3SC=CN32)cc1 (centres undefined) | 103.7 | 116.1 | 90.3 | 93.1 | 97.6 | 113.2 | 108.1 | 107.7
COc1cc(C2=NN(C(C)=O)C(c3cn(S(=O)(=O)c4ccc(C)cc4)c4ccccc34)O2)cc(OC)c1OC (centres undefined) | 60.5 | 72.5 | 66.3 | 82.2 | 109.1 | 103.0 | 73.3 | 93.5
CC/C(=C/c1ccccc1)C(=O)O | 110.2 | 112.7 | 104.7 | 90.4 | 115.1 | 109.1 | 107.0 | 98.5
Brc1ccc2[nH]c(-c3c[nH]c4ncccc34)nc2n1 | 68.0 | 93.4 | / | 104.2 | 104.2 | 96.9 | 104.0 | 108.4
Nc1ccc(S(=O)(=O)Nc2nccs2)cc1 | / | / | 99.1 | 118.6 | 108.1 | 101.2 | 95.8 | 107.6
CC(=O)c1cc(O)ccc1O | 108.2 | 96.6 | 90.9 | 109.9 | 108.6 | / | 111.0 | 104.1
COc1ccc(NC(=O)NN2C(=O)c3ccccc3N(C)C2c2ccc(OC)cc2)cc1 (centres undefined) | 97.1 | 78.1 | 29.9 | 101.4 | 102.2 | 95.3 | 95.0 | 103.0
COc1ccc(-n2c(-c3ccccc3)c(-c3ccccc3)c3c(SCC(=O)N/N=C/c4ccc(N(C)C)cc4)ncnc32)cc1 | 74.2 | 75.7 | 75.9 | 98.2 | 98.9 | 93.2 | 102.8 | 103.6
CCCCC(O)Cn1ncc(C(=O)OCC)c1NC(=O)NCc1ccccc1C(F)(F)F (centres undefined) | / | 87.6 | 92.0 | 105.8 | 110.6 | 104.0 | 93.2 | 93.7
COc1cc(C(O)CCN(CCO)Cc2ccccc2)cc(OC)c1OC (centres undefined) | 104.1 | 100.1 | 107.0 | 102.9 | 102.9 | 98.9 | 107.0 | 95.5
O=C(O)c1cccc(Oc2ccc(C(=O)O)c([N+](=O)[O-])c2)c1 | 94.7 | 44.2 | 86.7 | 98.8 | 104.6 | 112.9 | 106.4 | 96.0
S=c1sc2c(Cl)nc(-c3cccnc3)nc2n1-c1ccccc1 | -14.5* | -10.2* | 27.9 | 55.9 | -58.2* | 21.6 | 65.8 | 50.0
CCCN1C2CCC1/C(=C\c1ccc(C)cc1)C(=O)/C2=C/c1ccc(C)cc1 | 72.9 | 70.2 | 102.2 | 97.1 | 95.6 | 70.8 | 82.4 | 76.3
Cc1ccc(S(=O)(=O)CCCl)cc1 | 106.3 | 99.8 | / | 101.6 | 114.8 | / | 117.3 | 100.1
COc1cc(-c2nnc(-c3cc4ccc(OCc5ccccc5)cc4nc3OC)o2)cc(OC)c1OC | 78.2 | 91.5 | 81.0 | 75.9 | 95.7 | 88.4 | 100.6 | 103.1
CCCc1nc2sc3c(c2c(=O)n1NC(=O)c1ccc(OC)cc1)CCCC3 | 79.4 | 82.0 | 77.2 | 103.9 | 91.5 | 88.5 | 93.9 | 84.6
N#C/C(=N\Nc1ccc(Cl)cc1)C(=O)C1CC1 | / | 32.1 | 40.2 | 23.7 | 53.9 | 11.8 | 31.1 | 4.0*
CCN1CCN(Cc2ccc(NC(=O)Nc3ccc(-n4ccc5c(NC(=O)c6ccccc6)nccc54)cc3)cc2C(F)(F)F)CC1 | 75.6 | 41.3 | 68.5 | 74.1 | -96.7* | -31.5* | -48.0* | -69.6*
O=C(CC(c1ccccc1)N1CCN(C(CC(=O)c2ccccc2)c2ccccc2)CC1)c1ccccc1 (centres undefined) | 105.3 | 101.8 | / | 121.6 | 96.9 | 99.5 | 122.3 | 102.3
O=c1[nH]c(NC2CCCC2)nc2c3c(sc12)CCCC3 | 96.0 | 102.2 | 111.6 | 102.6 | 109.8 | 111.5 | 111.7 | /
COC(=O)[C@H]1CCCN1C(=O)C1CCCN1C(=O)[C@@H](Cc1ccccc1)NC(=S)Nc1cc(C(F)(F)F)cc(C(F)(F)F)c1 (some centres undefined) | 69.1&105.4 | 90.3&94.7 | 96.8&111.7 | 98.2&104.8 | 99.4&109.4 | 102.9&108.9 | 98.8&109.3 | 95.4&107.7
Clc1ccc(-c2nnc(Cn3nnc4ccccc43)o2)cc1 | 91.6 | 88.3 | 96.5 | 107.8 | 109.1 | / | 96.6 | 112.7
CCCC[n+]1ccc2ccccc2c1 | 97.6 | 105.0 | 103.0 | 117.2 | 109.2 | 85.9 | 90.9 | 97.8
COc1cc2c(cc1OC)C(C)=NCC2 | 90.7 | 102.4 | 93.0 | 107.3 | 107.1 | 94.0 | 112.9 | 123.3

Quoted from the listing:
For SK-MEL-28, Cc1ccc(S(=O)(=O)CCCl)cc1 is entered as 114.8
For HS 578T, c1ccc2c(-c3nc(-c4cccc5ccccc45)c4ccccc4n3)cccc2c1 is entered as 112.1

(listing goes on)
SMILES | T-47D | UACC-62 | BT-549 | HS 578T | SK-MEL-28 | SK-MEL-2 | MALME-3M | UACC-257
COc1cccc(-c2nc3sccn3c2-c2ccnc(NCCNS(=O)(=O)c3cccc4ccccc34)n2)c1 | 86.3 | 95.3 | 96.2 | 114.5 | 118.8 | 87.7 | 87.7 | 103.0
CC1[C@H]2[C@H](C[C@H]3[C@@H]4CC=C5c6sc(Nc7ccc(F)cn7)nc6CC[C@]5(C)[C@H]4CC[C@@]32C)O[C@]12CC[C@@H](C)CO2 (some centres undefined) | 70.3 | 58.6 | 102.6 | 104.1 | 100.6 | 93.1 | 107.7 | 90.8
CC(C)=CCC/C(C)=C/CC/C(C)=C/CC[C@]1(C)CCc2c(C)c(OC(=O)NS(=O)(=O)c3ccc(C)cc3)c(C)c(C)c2O1 | 106.6 | 98.6 | 106.8 | 93.5 | 101.0 | 117.3 | 80.6 | 96.6
Cc1[nH][nH]c(=O)c1C(CC(=O)O)c1ccc(Cl)cc1 (centres undefined) | 109.6 | 97.6 | 108.8 | 99.0 | 114.5 | 112.7 | 107.5 | 106.5
O=C(O)/C=C\CCCCCCCCC(=O)O | 104.3 | 102.1 | 101.8 | 105.3 | 113.5 | 101.4 | 96.2 | 103.4
COC(=O)C(c1ccccc1)C(CC(=O)c1ccccc1)c1ccccc1 (centres undefined) | 76.2 | 88.7 | 107.6 | 102.0 | 91.8 | 85.5 | 69.7 | 101.4
COc1ccc(C(=O)CSc2nc3c(c(Nc4cccc(S(N)(=O)=O)c4)n2)CCC3)cc1 | 97.7 | 101.1 | 124.6 | 103.9 | 100.9 | 103.1 | 104.0 | 103.9
C[C@H](O)C[C@H]1CC1c1ccc2ccccc2c1 (some centres undefined) | 100.6 | 97.3 | 97.9 | 106.2 | 104.0 | 96.1 | 98.6 | /
O=C1C=CC(=O)N1c1cccc2cccnc12 | 96.1 | 95.8 | 101.9 | 105.2 | 115.6 | 111.0 | 108.5 | 105.4
O=[N+]([O-])/C=C/c1cccs1 | 94.9 | 97.2 | 103.1 | 96.3 | 109.4 | 95.5 | 115.8 | 82.4
Cc1[nH]c(C(=O)Nc2ccc(C(=O)N3CCN(c4cc5c(cc4F)c(=O)c(C(=O)O)cn5C4CC4)CC3)cc2OC(C)C)c(Cl)c1Cl | 84.0 | 81.8 | 75.7 | 87.2 | 86.6 | 104.7 | 89.0 | 82.5
CCOC(=O)c1c2c(c(C)n1Cc1ccccc1)-c1nc(Nc3ccccc3)ncc1CC2 | 62.4 | 80.2 | / | 84.1 | 102.2 | 67.2 | 116.3 | 99.0

Random draw from the library. About 10% of those tested had a hit in this group.
